ERG Ets-DNA blk – blocks human ERG Ets domain binding to DNA. P11308. fluorescence polarization, His-ERG Ets domain / labelled DNA. Potency, µM (series often up to 76.9 µM), for inactives: top-dose FP activity, negative = inhibition, most hits filed as inhibitors. 370,000 compounds, 0.028% hits. AID 624246; active = well fitted inhibition curve with a large enough effect in the polarisation, with a control signal flat; inconclusive = small, poorly fitted or top-dose-only effect, or effect the other way, or a change in a side signal; inactive = no such curve, though single readings can be large or run the other way; the % refers to the polarisation;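 note: polarization taken with two DNA probes labelled with fluorescein and Texas red; potency is the fitted concentration of half-maximal effect; % of control where 0% means no effect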
Target sequence (P11308 whole entry, looked up, the tested form may be a part): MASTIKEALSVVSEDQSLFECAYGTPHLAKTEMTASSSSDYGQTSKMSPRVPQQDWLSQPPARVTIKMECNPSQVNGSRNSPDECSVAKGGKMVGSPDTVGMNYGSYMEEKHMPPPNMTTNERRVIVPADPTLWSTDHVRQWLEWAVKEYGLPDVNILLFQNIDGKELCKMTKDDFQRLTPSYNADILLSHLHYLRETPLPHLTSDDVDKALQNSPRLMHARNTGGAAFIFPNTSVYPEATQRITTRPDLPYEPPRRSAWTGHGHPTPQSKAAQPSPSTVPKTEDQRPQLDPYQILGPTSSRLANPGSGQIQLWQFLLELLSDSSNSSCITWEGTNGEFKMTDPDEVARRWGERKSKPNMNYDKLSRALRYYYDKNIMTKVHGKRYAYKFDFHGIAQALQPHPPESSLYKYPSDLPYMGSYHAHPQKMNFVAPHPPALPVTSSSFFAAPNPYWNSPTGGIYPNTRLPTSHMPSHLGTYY
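His-tagged ERG Ets domain (1 uM in the protein solution; 300mM KCl, 50mM Tris-HCl, 1mM EDTA, 1mM DTT, pH 7.5) received compound, then a probe mix of 5 nM fluorescein-DNA and 100nM Texas-615-DNA. Fluorescence polarization was read for both dyes.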
12-LOX inh – blocks human arachidonate 12S-lipoxygenase; Potency, µM (highest dose often 108 µM), for inactives: at the top dose activity change, negative = inhibition, actives largely listed as inhibitors; purified 12hLO, xylenol orange hydroperoxide absorbance; 580,000 compounds, 1.1% hits; note: potency is the fitted concentration of half-maximal effect; % is set by controls: 0 for no effect and ±100 for the full control effect
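Purified human 12hLO at 150 nM in 25 mM Hepes, 0.01% Triton X-100, pH 7.0, preincubated 15 min at room temperature with compound. Reaction started with 40 uM arachidonic acid, 30 min at room temperature. Hydroperoxide measured by Fe-xylenol orange, 573/405 nm absorbance ratio.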
Pol kappa inh – DNA polymerase kappa (human) inhibition | 400,000 compounds, 0.53% hits | purified Pol kappa, fluorescent DNA synthesis assay, 10 min | Q9UBT6 | Potency, µM (top dose mostly 107 µM), for inactives: at the highest dose activity, negative = inhibition, actives largely listed as inhibitors; note: potency is the fitted concentration of half-maximal effect; % is set by controls: 0 for no effect and ±100 for the full control effect
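Readout: fluorescence, taken kinetically at 0 and 10 min. Conditions: 10 nM Pol kappa, 15 min RT compound preincubation, 50 nM substrate final. Controls: enzyme-free buffer wells.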
Apoferritin bind – binds horse apoferritin like a general anesthetic; P02791; apoferritin/1-aminoanthracene competitive binding, fluorescence; Potency, µM (highest dose often 77.5 µM), for inactives: top-dose activity change, negative = displacement, hits mostly inhibitors; 350,000 compounds, 0.074% hits; note: potency is the fitted concentration of half-maximal effect; % is set by controls: 0 for no effect and ±100 for the full control effect; nearly all actives have a fitted effect of over 20% in size
Target sequence (P02791 2-175 limits assumed): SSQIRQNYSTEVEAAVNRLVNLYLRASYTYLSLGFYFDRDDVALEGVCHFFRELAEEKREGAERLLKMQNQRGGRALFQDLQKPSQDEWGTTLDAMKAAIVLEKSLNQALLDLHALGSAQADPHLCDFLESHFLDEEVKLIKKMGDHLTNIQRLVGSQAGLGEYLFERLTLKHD
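Steps: apoferritin (10 uM) was premixed with half-saturated 1-AMA in PBS, compounds were pin-transferred, plates stood 10 min at room temperature, fluorescence was read at 380/535 nm, and curves were fitted with a Hill equation.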
TRHR ag – activates the human TRH receptor; activation, % at 2 µM; 360,000 compounds, 0.18% hits; TRHR cells, calcium flux fluo-8, FDSS agonist mode; P34981; in the data active = activation above about 30%; note: 0% is about no effect
Target sequence (P34981 whole entry, looked up): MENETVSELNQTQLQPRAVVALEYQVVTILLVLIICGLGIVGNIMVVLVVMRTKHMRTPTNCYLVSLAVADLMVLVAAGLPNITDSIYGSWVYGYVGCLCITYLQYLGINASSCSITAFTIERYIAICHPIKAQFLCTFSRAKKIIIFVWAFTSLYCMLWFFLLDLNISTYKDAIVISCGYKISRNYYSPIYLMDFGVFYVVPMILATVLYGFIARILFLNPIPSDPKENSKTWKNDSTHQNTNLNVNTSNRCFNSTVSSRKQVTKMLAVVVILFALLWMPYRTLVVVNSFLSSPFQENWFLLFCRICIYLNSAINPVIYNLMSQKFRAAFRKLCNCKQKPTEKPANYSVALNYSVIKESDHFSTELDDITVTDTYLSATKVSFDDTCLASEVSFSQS
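TRHR-expressing cells, plated overnight in medium with 10% serum, were loaded with fluo-8 calcium dye at room temperature. After a 10 s baseline, library compound was pin-added and calcium release was recorded kinetically (ex 480/em 530) as agonist response.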
APEX1 inh – APE1 (human) endonuclease inhibition; AID 2517; 350,000 compounds, 0.35% hits; recombinant APE1, TAMRA/BHQ-2 abasic DNA cleavage fluorescence; Potency, µM (titrated, usually from 65.8 µM), without a hit: top-dose activity change, negative = inhibition, hits mostly inhibitors;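 note: potency is the fitted concentration of half-maximal effect; plate controls were vehicle for no effect and reference inhibitor for full effect; nearly all actives have a fitted effect of over 55% in size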
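Activity was derived from the fluorescence gain between first and third kinetic reads (60 s intervals, ex 525/em 598 nm) after 50 nM THF-abasic TAMRA/BHQ-2 duplex was added to 0.75 nM APE1 preincubated 15 min with compound.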
Pol beta inh – DNA polymerase beta (human) inhibition; P06746; Pol beta primer extension/strand displacement, fluorescence kinetic; Potency, µM (series often up to 114 µM), for inactives: at the highest dose activity change, negative = inhibition, usual class: inhibitors; 340,000 compounds, 1.3% hits; note: potency is the fitted concentration of half-maximal effect; % is set by controls: 0 for no effect and ±100 for the full control effect
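10 nM enzyme + cpd, 15 min RT; start with substrate 50 nM final; read 0 min and after 10 min RT. Corrected, normalized data; 4-parameter Hill curve fit.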
BLM helicase inh – Bloom syndrome helicase (human) inhibition; Potency, µM (doses to about 56.1 µM), for the others: at the top dose activity change, negative = inhibition, most hits filed as inhibitors; P54132; AID 2528; 350,000 compounds, 0.2% hits; recombinant BLM DNA unwinding, fluorescence dequenching;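 note: potency is the fitted concentration of half-maximal effect; plate controls were vehicle for no effect and no enzyme for full effect; nearly all actives have a fitted effect of over 35% in size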
Pol iota inh – blocks human DNA polymerase iota activity; Potency, µM (series often up to 115 µM), for inactives: at the highest dose activity, negative = inhibition, hits mostly inhibitors; AID 588590; 390,000 compounds, 1% hits; Q9UNA4; Pol iota fluorescent replication assay, 10 min; note: potency is the fitted concentration of half-maximal effect
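Fluorescent replication assay read twice, at 0 min and 10 min after adding 50 nM (final) substrate. Enzyme (10 nM) and compounds were first incubated 15 min at room temperature; enzyme-free buffer wells were negative controls.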
* marks the source's active call; other numbers are inactive results; ? = inconclusive; . = not tested or not shown; & = joins results of further samples; [ ] = dose if it differs, or a comment. Unless noted, calls come from the whole dose curve; as a rule, active = well fitted curve in the direction sought with a large enough effect; inconclusive = small, poorly fitted or top-dose-only effect, or another doubt; inactive = no such curve, though single readings can be large; an effect the other way counts as inactive or inconclusive. The list is partial; rates above refer to the full screens.

SMILES | ERG Ets-DNA blk | 12-LOX inh | Pol kappa inh | Apoferritin bind | TRHR ag | APEX1 inh | Pol beta inh | BLM helicase inh | Pol iota inh
Cc1ccc(N2C(=N)/C(=C3/Nc4ccccc4S3)C(c3ccccc3)C2=O)cc1 (centres undefined) | 4% | 4% | -3% | -1% | 0.3 | 2% | 3%[57.1 µM] | -8% | 1%
N#CCC(=O)N/N=C/c1c2ccccc2cc2ccccc12 | 4% | -10% | 3% | -21% | -0.4 | -17% | -10% | 20% | 17%
O=C(Nc1ccc(NC(=O)c2ccc(Br)cc2)c(Cl)c1)c1ccc(Br)cc1 | -6% | 1% | -24% | 3% | -0.7 | . | 0% | -2% | 35%[activator]
COc1ccc(N2CCN(c3ccc(Cl)nn3)CC2)cc1 | 5% | -5% | 6% | -7% | -0.5 | ? | 24% | -3% | 3%
COc1ccc(-c2nn(-c3ccc(F)cc3)c3c2cnc2ccc(F)cc23)cc1OC | -1% | -5% | -16% | -4% | 1.4 | . | -14% | 0% | -4%
COc1ccc2[nH]c(C)c(CCNC(=S)Nc3cccc(C)c3C)c2c1 | -2% | ? | -17% | 2% | 0.2 | -8% | 16% | -6% | -18%
CCOC(=O)CSc1nc2c(sc(=S)n2-c2ccc(OCC)cc2)c(=O)[nH]1 | 10% | 64%[activator] | -3% | -4% | -0.1 | 13% | 43% | -11% | 23%
Cc1cccc(N2CCN(S(=O)(=O)c3ccc(-c4ccc(=O)[nH]n4)o3)CC2)c1C | 5% | -11% | 8% | -16% | 0.3 | 82%[activator] | 2% | -4% | 39%[activator]
COc1ccccc1-c1ccc(Nc2ccc(C(=O)N3CCOCC3)cc2)nn1 | -24% | -45% | -2% | -5% | -0.2 | 3% | -9% | 8% | -1%
CCc1noc(N)c1C(=O)Nc1ccc(Cl)cc1 | -2% | -9% | 1% | 3% | 0.0 | -4% | 12% | -2% | -1%
CC(C)c1ccc2c(c1)C(N1CCN(C)CC1)Cc1cccnc1S2 (centres undefined) | 5% | ? | -29% | . | . | . | . | . | -9%
CCc1ccc(Oc2nc3c(C)cccn3c(=O)c2/C=C(\C#N)c2nc3ccccc3s2)cc1 | -1% | ? | 0% | ? | 0.3 | . | -13% | -2% | 39%[activator]
C=CCNC(=O)/C(C#N)=C/c1c(N2CC(C)OC(C)C2)nc2ccccn2c1=O (centres undefined) | -5% | -24% | -4% | 110%[activator] | 0.2 | 1% | 19% | 2% | 172%[activator]
ClCCn1cnc2c(SCc3ccccc3Cl)ncnc21 | -5% | ? | -8% | . | . | . | . | . | 21%
Cc1ccc(NC(=O)CSc2nnc(-c3ccco3)o2)cc1 | 9% | -3% | 2% | -7% | -0.3 | 10% | 12% | -6% | 81%[activator]
O=C1C2C3C=CC(C3)C2C(=O)N1c1cccc2ccccc12 (centres undefined) | -1% | . | -11% | -17% | -0.6 | 4% | 8% | 1% | 52%[activator]
O=C(N/N=C/c1ccc(N2CCOCC2)o1)c1cccc(F)c1 | -13% | -2% | -12% | -5% | 0.3 | -14% | 0% | 0% | ?
Cc1ccccc1N1CC(C(=O)O)CC1=O (centres undefined) | 1% | -11% | 2% | -13% | 0.1 | 6% | 1% | 1% | 23%
O=C(NC1CC1)C1CCN(C2CCN(C(=O)CSc3ccccc3)CC2)CC1 | -1% | 41%[activator] | -1% | 2% | 0.7 | 4% | -6% | -1% | -5%
COc1ccc(NC(=O)N2CC3(CCN(C(=O)c4cccc(F)c4)CC3)C2)cc1 | . | ? | 2%[60.1 µM] | . | . | 1% | . | 1% | .
COc1ccc(CCNC(=O)CCCn2c(SCC(N)=O)nc3cc4c(cc3c2=O)OCO4)cc1OC | -9% | -1%&-1% | 2%[60.1 µM] | -1%&-12% | 11&-0.2 | -1% | -2%&6% | -2%&-4% | -9%
Cc1ccc(NC(=O)Nc2cc(Cl)ccc2C2COC(=O)C2=N)cc1 (centres undefined) | 14% | -7% | 18% | 8% | 0.8 | 3% | 20% | 1% | 10%
Cc1cc(C(=O)Cn2cncn2)c(C)n1CCc1ccc(F)cc1 | 3% | -23% | -8% | -14% | 0.5 | -2% | 5% | -5% | 3%
Cc1ccc(-c2ccc(CCC(=O)O)n2NC(=O)c2ccco2)cc1 | -2% | 133%[activator] | 2% | -7% | 0.3 | -2% | 8% | 4% | 2%
Cc1c(Cl)c([N+](=O)[O-])nn1CCCC(=O)Nc1cccc(O)c1 | -2% | 1% | -17% | -11% | 0.6 | 6% | 1% | -1% | 17%
CCC(Sc1nc2ccccc2s1)C(=O)Nc1cc(C)on1 (centres undefined) | -4% | ? | -5% | -7% | -0.2 | 8% | 2% | -2% | 1%
CCCCNC(=O)CCCCCn1c(=O)[nH]c2cc(OC)c(OC)cc2c1=O | 2% | 3% | 2% | -2% | -0.6 | 1% | 10% | -1% | 10%
COc1ccc(CCNC(=O)CN2CCC(C(N)=O)CC2)cc1 | 4% | 14% | -17% | -8% | -0.1 | -1% | -14% | 5% | -7%
COc1ccc(NC(=O)c2cc(-c3cccnc3)nc3ccc(C)cc23)cc1OC | -6% | -28% | -2% | -8% | -0.9 | -6% | 2% | -15% | -3%
Cc1ccc(NC(=O)CSc2nnc3ccc(-c4cccnc4)nn23)cc1 | 2% | -8% | 5% | . | -0.2 | -8% | . | . | 58%[activator]
Cc1ccc(NC(=S)NCc2ccccc2)c(C)c1 | -13% | 0% | -1% | -9% | -0.5 | 41% | 18% | -4% | 100%[activator]
O=C(NCc1ccccc1)/C(=C\c1ccccc1)NC(=O)c1ccco1 | -3% | 9% | -17% | -6% | 0.2 | -10% | 1% | -1% | -4%
Cc1ccc(Nc2nc(N)c([N+](=O)[O-])c(NCCO)n2)cc1C | 5% | 0% | ? | -15% | 0.5 | -1% | ? | 0% | 89%[activator]
COc1cccc(CNS(=O)(=O)c2ccc(S(=O)(=O)NC3CC3)cc2)c1 | 9% | 8% | -3% | -5% | 0.1 | -1% | 15% | -1% | 38%[activator]
N#CCCNS(=O)(=O)c1ccc(C(=O)OCCCOC(=O)c2ccc(S(=O)(=O)NCCC#N)cc2)cc1 | -20% | . | 0% | -5% | 0.5 | -21% | 37% | -4% | 20%
COC(=O)[C@@]12CCCCN1[C@H](c1ccc(-c3ccc(OC)cc3)cc1)[C@@H]1C(=O)N(C)C(=O)[C@@H]12 | 8% | 9% | -2% | . | -0.1 | -1% | . | . | 23%
CC(=O)NC(Cc1ccc(F)c(F)c1)C(=O)NC1CCN(S(=O)(=O)c2ccc(C)cc2)CC1 (centres undefined) | 3% | ? | 2% | 3% | -0.6 | 34%[activator] | 1% | -3% | 60%[activator]
Cc1ccc(N2CCN(CC(O)COc3ccccc3)CC2)cc1 (centres undefined) | -8% | 0% | -8% | -7% | 0.7 | -16% | 0% | -1% | -10%
CCOC(=O)C(=O)Nc1ccccc1C(=O)OC | -5% | -13% | -13% | -2% | -2.1 | 8% | 11% | 0% | -1%
COc1ccc(CN(CC(=O)NC2CCCC2)C(=O)c2onc(C(N)=O)c2N)cc1 | . | 0% | 0% | -16% | 0.5 | -3% | 4% | 2% | 39%[activator]
COc1ccc(N2CCN(C(=O)C3CCC(Cn4c(=S)[nH]c5ccccc5c4=O)CC3)CC2)cc1 (centres undefined) | 0% | -2% | -9% | -18% | 0.3 | -4% | 1% | -7% | 5%
Cc1nc([N+](=O)[O-])cn1CC(O)c1ccccc1 (centres undefined) | 3% | 113%[activator] | -1% | -10% | 0.5 | -2% | 2% | -1% | 46%[activator]
O=C(C1CCCC1)N1CCC(CO)(Cc2ccccc2Cl)CC1 | 11% | -3% | -4% | -10% | -0.4 | 2% | 0% | -3% | 45%[activator]
Cn1c(=O)n(CC(=O)O)c(=O)c2c1nc1n2CCCN1CCc1ccccc1 | 6% | -9% | -10% | 1% | -0.3 | 28% | 18% | -4% | 28%
O=C(CCCCCn1c(=S)[nH]c2cc3c(cc2c1=O)OCO3)NCCc1ccccc1 | 3% | -2% | -3% | -6% | -0.3 | 2% | 19% | -6% | -28%
CC(=N)c1c(O)cc(C)oc1=O | 14% | 1% | 1% | . | . | . | . | . | -9%
CCCN(CC(=O)Nc1ccccc1OC)C(=O)Cn1c(=O)oc2ccccc21 | 5% | 2% | -4% | . | . | . | . | . | -5%
COCCNC(=S)N/N=C/c1c(C)[nH]c2ccccc12 | -4% | ? | -20% | -4% | 0.8 | 9% | 51% | -8% | 0%
CCc1ccc(S(=O)(=O)N/N=C\c2ccc([N+](=O)[O-])o2)cc1 | 5% | ? | -19% | -9% | 0.1 | -2% | 6% | -5% | ?
COc1ccc(CNC(=O)c2cnn3c(C)c(Cc4ccc(F)cc4)c(C)nc23)cc1 | -7% | -3% | -8%[60.1 µM] | -2% | 0.3 | . | 69% | -8% | -2%
CCOc1ccc(C2c3c(oc4ccc(C)cc4c3=O)C(=O)N2Cc2ccc3c(c2)OCO3)cc1OC (centres undefined) | 1% | -24% | 13% | -13% | -1.3 | . | 23% | 0% | 26%
CCCCc1cc(=O)oc2cc(OCC(=O)N(CC)CC)ccc12 | 4% | 2%&8% | 2% | ? | -2.1 | ? | 7% | 2% | -8%

3 consecutive compounds already listed, quoted:
SMILES | ERG Ets-DNA blk | 12-LOX inh | Pol kappa inh | Apoferritin bind | TRHR ag | APEX1 inh | Pol beta inh | BLM helicase inh | Pol iota inh
CC(=N)c1c(O)cc(C)oc1=O | 14% | 1% | 1% | . | . | . | . | . | -9%
CCCN(CC(=O)Nc1ccccc1OC)C(=O)Cn1c(=O)oc2ccccc21 | 5% | 2% | -4% | . | . | . | . | . | -5%
COCCNC(=S)N/N=C/c1c(C)[nH]c2ccccc12 | -4% | ? | -20% | -4% | 0.8 | 9% | 51% | -8% | 0%
